12-hLO inh – qHTS Assay for Inhibitors of 12-hLO (12-human lipoxygenase). purified 12-hLO, xylenol orange hydroperoxide absorbance. Potency, µM (highest dose often 57.1 µM), for inactives: at the top dose activity change, negative = inhibition, actives largely listed as inhibitors. 0.12% of 150,000 active; active = well fitted inhibition curve with a large enough effect; also: nearly all actives have a fitted effect of over 55% in size; many of its hits are not listed in these tables
Target sequence (P18054 whole entry, looked up): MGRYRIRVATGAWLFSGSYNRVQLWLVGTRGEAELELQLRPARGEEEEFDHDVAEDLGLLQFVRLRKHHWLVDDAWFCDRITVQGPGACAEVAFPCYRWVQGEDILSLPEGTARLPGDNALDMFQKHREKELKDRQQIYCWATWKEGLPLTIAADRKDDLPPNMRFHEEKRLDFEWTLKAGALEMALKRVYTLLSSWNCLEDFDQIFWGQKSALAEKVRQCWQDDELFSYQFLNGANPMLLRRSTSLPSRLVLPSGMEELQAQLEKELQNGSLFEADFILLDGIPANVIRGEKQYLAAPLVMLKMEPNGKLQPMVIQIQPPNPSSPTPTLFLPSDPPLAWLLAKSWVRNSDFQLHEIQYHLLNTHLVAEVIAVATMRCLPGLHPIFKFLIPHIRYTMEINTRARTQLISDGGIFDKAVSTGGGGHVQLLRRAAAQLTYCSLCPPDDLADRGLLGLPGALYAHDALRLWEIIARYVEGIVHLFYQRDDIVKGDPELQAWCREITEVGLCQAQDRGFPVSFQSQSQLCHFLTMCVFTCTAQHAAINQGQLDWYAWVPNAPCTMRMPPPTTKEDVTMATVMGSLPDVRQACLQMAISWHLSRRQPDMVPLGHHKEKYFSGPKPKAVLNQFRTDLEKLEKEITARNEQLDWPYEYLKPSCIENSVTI
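Purified human 12hLO (150 nM final) was preincubated with compounds for 15 min at room temperature in 25 mM Hepes pH 7.0, 0.01% Triton X-100, then reacted with 40 uM arachidonic acid for 30 min. Hydroperoxide was detected with ferrous iron/xylenol orange.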
Active calls of the source: *; & = joins results of further samples; [ ] = dose if it differs, or a comment. % is scaled to controls: 0 for no effect and ±100 for the full control effect; potency is read from the fitted curve at half-maximal effect. A portion of the library; count on the stated rates, not on these rows.

mol: CCCCCCCCCC(=O)OCC(CO)OC(=O)CCCCCCCCC (configuration not stated)
  12-hLO inh = 0.4%
mol: CC1(OC(=O)CCc2ccccc2)C(=O)C=C2C=C(c3ccc(C#N)cc3)N(CC3CC3)C=C2C1=O (configuration not stated)
  12-hLO inh = -3.2%[11.4 µM]
mol: c1ccc(-c2nc(-c3ccccc3)c(Nc3ccc4ccccc4c3)o2)cc1
  12-hLO inh = -0.5%
mol: COC(=O)CCC(=O)OC1(C)C(=O)C=C2C=C3CCCN3C=C2C1=O (configuration not stated)
  12-hLO inh = -4.6%[11.4 µM]
mol: COC(=O)C1=C(C(=O)OC)[C@@H]2N(C)c3ccccc3[C@@]23C[C@@H](C(=O)OC)N(C(=O)c2ccco2)C3=N1
  12-hLO inh = 3.3%[11.4 µM]
mol: C[C@H]1Cc2c(COc3ccccc3)nc3c(c2CO1)CN(C(=O)Nc1cccc(C#N)c1)CC3
  12-hLO inh = -1.6%[11.4 µM]
mol: CCCCCCCCC1OC1CCCCCCCC(=O)O (configuration not stated)
  12-hLO inh = -1.0%
mol: NCCC[C@@H](CC(=O)N[C@@H]1CCNC[C@H]1C(=O)N[C@H](CC(=O)N[C@@H](CCC(=O)O)CC(=O)O)Cc1ccccc1)NC(=O)C[C@H](CO)NC(=O)[C@@H]1CCCC[C@H]1N
  12-hLO inh = -0.7%
mol: COC(=O)CCCC1=CC2=CC(=O)C(C)(OC(=O)c3cccs3)C(=O)C2=CN1c1ccc(OC)cc1 (configuration not stated)
  12-hLO inh = -11.8%[11.4 µM]
mol: c1ccc(-n2ncc3c2ncn2c(CSc4nc5ccccc5s4)nnc32)cc1
  12-hLO inh = -1.0%

Fetched by structure from the list above (3):
mol: COC(=O)CCC(=O)OC1(C)C(=O)C=C2C=C3CCCN3C=C2C1=O (configuration not stated)
  12-hLO inh = -4.6%[11.4 µM]
mol: NCCC[C@@H](CC(=O)N[C@@H]1CCNC[C@H]1C(=O)N[C@H](CC(=O)N[C@@H](CCC(=O)O)CC(=O)O)Cc1ccccc1)NC(=O)C[C@H](CO)NC(=O)[C@@H]1CCCC[C@H]1N
  12-hLO inh = -0.7%
mol: c1ccc(-c2nc(-c3ccccc3)c(Nc3ccc4ccccc4c3)o2)cc1
  12-hLO inh = -0.5%

Back to the main list, repeating the three entries before the break.
mol: NCCC[C@@H](CC(=O)N[C@@H]1CCNC[C@H]1C(=O)N[C@H](CC(=O)N[C@@H](CCC(=O)O)CC(=O)O)Cc1ccccc1)NC(=O)C[C@H](CO)NC(=O)[C@@H]1CCCC[C@H]1N
  12-hLO inh = -0.7%
mol: COC(=O)CCCC1=CC2=CC(=O)C(C)(OC(=O)c3cccs3)C(=O)C2=CN1c1ccc(OC)cc1 (configuration not stated)
  12-hLO inh = -11.8%[11.4 µM]
mol: c1ccc(-n2ncc3c2ncn2c(CSc4nc5ccccc5s4)nnc32)cc1
  12-hLO inh = -1.0%
mol: CC[C@@H](C)CN1C(=O)N[C@@H](c2ccccc2)C(C(=O)OC)=C1C
  12-hLO inh = 0.4%[11.4 µM]
mol: CCCCC[C@H](O)/C=C/C=C/C=C/[C@@H](O)C/C=C\CCCC(=O)O
  12-hLO inh = 1.4%
mol: CCCCC/C=C\C/C=C\C/C=C\CCCCCCC(=O)O
  12-hLO inh = 4.7%
mol: CCCCS(=O)(=O)N1CCc2nc(-c3ccccc3)c3c(c2C1)CO[C@@H](C)C3
  12-hLO inh = 1.3%[11.4 µM]
mol: COC(=O)C1(C(=O)OC)C/C=C\C/C=C\c2ccccc2[C@@H]1C[N+](=O)[O-]
  12-hLO inh = 2.9%
mol: CC1(OC(=O)CCc2ccccc2)C(=O)C=C2C=C(c3ccc(C#N)cc3)OC=C2C1=O (configuration not stated)
  12-hLO inh = -12.0%
mol: COc1ccc(-c2cc(C(=O)N/N=C/c3ccc(OC)c(OC)c3)[nH]n2)cc1
  12-hLO inh = -3.6%
mol: CCCCCCCC/C=C\C/C=C\C=C\C(O)CCCC(=O)O (configuration not stated)
  12-hLO inh = 0.6%
mol: O=C(NCCCCN1CCCC1)c1ccc(-n2c(=O)c(=O)[nH]c3ccccc32)cc1
  12-hLO inh = -4.6%
mol: C=CC1=C2C=C(C3CC3)N(c3ccc(OC)cc3)C=C2C(=O)C(C)(OC(=O)c2ccco2)C1=O (configuration not stated)
  12-hLO inh = -3.5%[11.4 µM]

mol: COc1ccc(N2C=C3C(=O)C(C)(OC(=O)C4CCCC4)C(=O)C=C3C=C2c2ccsc2)cc1 (configuration not stated)
  12-hLO inh = -16.6%[11.4 µM]
mol: CC(C)(C)Nc1oc(-c2ccccc2)nc1-c1cccc2ccccc12
  12-hLO inh = -0.7%
mol: COC(=O)CCCC1=CC2=CC(=O)C(C)(OC(=O)c3cccs3)C(=O)C2=CN1Cc1ccc2c(c1)OCO2 (configuration not stated)
  12-hLO inh = -1.4%[11.4 µM]
mol: CC(C)[C@@H](CC(=O)N[C@@H]1CCCC[C@H]1C(=O)N[C@H](CC(=O)N[C@@H](CCC(=O)O)CC(=O)O)Cc1c[nH]c2ccccc12)NC(=O)C[C@H](Cc1ccccc1)NC(=O)[C@@H]1CCCC[C@H]1N
  12-hLO inh = -4.6%
mol: CCC(=O)OC1(C)C(=O)C=C2C=C(CCCNC(=O)OC(C)(C)C)OC=C2C1=O (configuration not stated)
  12-hLO inh = -0.4%
mol: O=C(O)CCC/C=C\CC1C2CCC(O2)C1CNNC(=O)Nc1ccccc1 (configuration not stated)
  12-hLO inh = 1.2%
mol: CC(C)[C@@H](CC(=O)N[C@@H]1CCCC[C@H]1C(=O)N[C@H](CC(=O)N[C@@H](CCC(=O)O)CC(=O)O)Cc1ccccc1)NC(=O)C[C@H](Cc1c[nH]c2ccccc12)NC(=O)[C@@H]1CNCC[C@H]1N
  12-hLO inh = -1.6%
mol: COC/C=C/C1=CC2=CC(=O)C(C)(OC(=O)c3ccc(Cl)nc3)C(=O)C2=CO1 (configuration not stated)
  12-hLO inh = -4.9%
mol: CC(C)C[C@@H](CC(=O)N[C@@H](CCCN)CC(=O)N[C@@H]1CCCC[C@H]1C(=O)N[C@H](CC(=O)N[C@@H](CCC(=O)O)CC(=O)O)CC(C)C)NC(=O)[C@@H]1CCCC[C@H]1N
  12-hLO inh = 0.1%
mol: CC#CCN1c2ccccc2[C@]23C[C@@H](C(=O)OC)N(S(=O)(=O)c4c(C)noc4C)C2=NC(C(=O)OC)=C(C(=O)OC)[C@H]13
  12-hLO inh = -7.4%[11.4 µM]

mol: CCCCC1=CC2=C(c3ccco3)C(=O)C(C)(OC(=O)c3ccc(OC)cc3)C(=O)C2=CN1C(CO)CO (configuration not stated)
  12-hLO inh = -2.9%[11.4 µM]
mol: CC(C)C[C@@H](CC(=O)N[C@@H](CCC(=O)O)CC(=O)O)NC(=O)[C@@H]1CCCC[C@H]1NC(=O)C[C@H](CCCN)NC(=O)C[C@H](Cc1c[nH]c2ccccc12)NC(=O)[C@@H]1CNCC[C@H]1N
  12-hLO inh = -9.7%
mol: CC(C)[C@@H](CC(=O)N[C@@H]1CCCC[C@H]1C(=O)N[C@H](CC(=O)N[C@@H](CCC(=O)O)CC(=O)O)Cc1c[nH]c2ccccc12)NC(=O)C[C@H](Cc1c[nH]c2ccccc12)NC(=O)[C@@H]1CNCC[C@H]1N
  12-hLO inh = 3.0%
mol: CC1(OC(=O)C2CCCC2)C(=O)C=C2C=C(c3ccsc3)N(Cc3ccc4c(c3)OCO4)C=C2C1=O (configuration not stated)
  12-hLO inh = -14.3%[11.4 µM]
mol: C=CC1=C2C=C(C3CC3)N(C(CO)CO)C=C2C(=O)C(C)(OC(=O)c2ccco2)C1=O (configuration not stated)
  12-hLO inh = 3.6%[11.4 µM]
mol: C=CCC(O)c1ccccc1 (configuration not stated)
  12-hLO inh = 1.8%
mol: COC(=O)N1C(C)=Cc2ccccc2C1CC(C)=O (configuration not stated)
  12-hLO inh = 0.3%&-0.6%[11.4 µM]
mol: COC(=O)CCCC1=CC2=CC(=O)C(C)(OC(=O)c3cccs3)C(=O)C2=CN1C1CCCC1 (configuration not stated)
  12-hLO inh = 4.5%[11.4 µM]
mol: CC(C)(C)OC(=O)NCCCCC1=CC2=CC(=O)C(C)(OC(=O)C3CCCC3)C(=O)C2=CO1 (configuration not stated)
  12-hLO inh = 4.8%
mol: CC#CCN1c2ccccc2[C@]23C[C@@H](C(=O)OC)N=C2NC(C(=O)OC)=C(C(=O)OC)[C@H]13
  12-hLO inh = 3.3%[11.4 µM]

mol: CCC(=O)OC1(C)C(=O)C=C2C=C(c3ccsc3)OC=C2C1=O (configuration not stated)
  12-hLO inh = -4.4%
mol: CC1(OC(=O)c2cnc3ccccc3n2)C(=O)C=C2C=C3CCCN3C=C2C1=O (configuration not stated)
  12-hLO inh = 1.2%[11.4 µM]
mol: CCCCC[C@H](O)/C=C/[C@@H]1[C@@H](C/C=C\CCCC(=O)O)[C@@H](O)C[C@@H]1O
  12-hLO inh = 0.0%
mol: CCCCCCCCCCCCCCCCOC[C@H](COP(=O)([O-])OCC[N+](C)(C)C)OC(=O)NC
  12-hLO inh = 6.3%
mol: COC(=O)CCC(=O)OC1(C)C(=O)C2=CN(C3CCCC3)C(c3ccc(OC)cc3)=CC2=C(Br)C1=O (configuration not stated)
  12-hLO inh = -3.1%[11.4 µM]
mol: CC1(C)CC(=O)C(C=NCC2CCN(C(=O)Nc3ccccc3)CC2)=C(O)C1
  12-hLO inh = 0.6%
mol: C[C@H](NC(=O)N1CCc2nc(COc3ccccc3)c3c(c2C1)CO[C@@H](C)C3)c1ccccc1
  12-hLO inh = 0.5%[11.4 µM]
mol: CCCCC1=CC2=CC(=O)C(C)(OC(=O)CC)C(=O)C2=CN1CCc1ccccn1 (configuration not stated)
  12-hLO inh = 3.6%[11.4 µM]
mol: CC1(OC(=O)C2CCCC2)C(=O)C=C2C=C(c3ccsc3)N(CCc3c[nH]c4ccccc34)C=C2C1=O (configuration not stated)
  12-hLO inh = -7.8%[11.4 µM]
mol: COC(=O)C1=C(C(=O)OC)[C@@H]2N(C)c3ccccc3[C@@]23C[C@@H](C(=O)OC)N(C(=O)C2CCC2)C3=N1
  12-hLO inh = 0.1%[11.4 µM]

mol: COC(=O)CCCC1=CC2=CC(=O)C(C)(OC(=O)c3cccs3)C(=O)C2=CN1C1CCCCC1 (configuration not stated)
  12-hLO inh = -1.0%[11.4 µM]
mol: C=C/C1=C/Cc2ccccc2[C@H](C[N+](=O)[O-])C(C(C)=O)(C(=O)OC)C1 (some centres not stated)
  12-hLO inh = 1.2%
mol: COC(=O)CCC(=O)OC1(C)C(=O)C2=CN(CCN3CCOCC3)C(c3ccc(OC)cc3)=CC2=C(Br)C1=O (configuration not stated)
  12-hLO inh = -3.9%[11.4 µM]
mol: CC1CCCCN1CCCNC(=O)c1ccc(-n2c(=O)c(=O)[nH]c3ccccc32)cc1 (configuration not stated)
  12-hLO inh = -2.7%
mol: CC(C)(C)OC(=O)NCCCCC1=CC2=CC(=O)C(C)(OC(=O)CCc3ccccc3)C(=O)C2=CO1 (configuration not stated)
  12-hLO inh = -0.2%
mol: COC(=O)C1=C(C)N(Cc2ccccc2)C(=O)N[C@H]1c1cccc(C(F)(F)F)c1
  12-hLO inh = -1.7%[11.4 µM]
mol: COC(=O)CCC(=O)OC1(C)C(=O)C2=CN(Cc3ccccc3)C(c3ccc(OC)cc3)=CC2=C(Br)C1=O (configuration not stated)
  12-hLO inh = -0.8%[11.4 µM]
mol: COC(=O)C1=C(C(=O)OC)[C@@H]2N(C)c3ccccc3[C@@]23C[C@@H](C(=O)OC)N(S(=O)(=O)c2c(C)noc2C)C3=N1
  12-hLO inh = -1.4%[11.4 µM]
mol: COC(=O)C(C(=O)OC)C1c2ccccc2C=C(C)N1C(=O)OC (configuration not stated)
  12-hLO inh = 1.7%[11.4 µM]
mol: COCC1=C2c3ccccc3[C@H](C[N+](=O)[O-])C(C(=O)OC)(C(=O)OC)CC2C2C(=O)N(c3ccccc3)C(=O)C2C1 (some centres not stated)
  12-hLO inh = 5.0%

mol: COC(=O)[C@@H]1[C@@H](C)N(CCc2cc(OC)c(OC)c(OC)c2)C(=O)N[C@H]1c1ccccc1
  12-hLO inh = 3.6%[11.4 µM]
mol: CCCCC1=CC2=C(c3ccco3)C(=O)C(C)(OC(=O)c3ccc(OC)cc3)C(=O)C2=CO1 (configuration not stated)
  12-hLO inh = -3.9%
mol: CC1(OC(=O)CCc2ccccc2)C(=O)C=C2C=C(c3ccc(C#N)cc3)N(Cc3ccccc3)C=C2C1=O (configuration not stated)
  12-hLO inh = -5.5%[11.4 µM]
mol: CCC(=O)N1CCN(CCN=Cc2c(O)n(C3CCCCC3)c(=O)n(C3CCCCC3)c2=O)CC1
  12-hLO inh = -2.2%
mol: CC(C)N(CCNC(=O)c1ccc(Cc2nc3ccccc3[nH]2)cc1)C(C)C
  12-hLO inh = -1.7%
mol: O=C(c1ccc(Cc2nc3ccccc3[nH]2)cc1)N1CCCCC1
  12-hLO inh = -1.3%
mol: CCCCC/C=C\C/C=C\CCCCCCCCCC(=O)O
  12-hLO inh = 0.8%
mol: C=C1CC[C@H](O)C/C1=C/C=C1\CCC[C@]2(C)[C@@H]([C@H](C)CC[C@@H](O)C(C)(C)O)CC[C@@H]12
  12-hLO inh = 0.4%
mol: CC#CCC1(C(=O)OC)C(=O)NC[C@H]1c1ccccc1 (some centres not stated)
  12-hLO inh = 4.5%

Another view of some results above:
12-hLO inh,canonical_smiles
-3.9%,CCCCC1=CC2=C(c3ccco3)C(=O)C(C)(OC(=O)c3ccc(OC)cc3)C(=O)C2=CO1 (configuration not stated)
4.5%,CC#CCC1(C(=O)OC)C(=O)NC[C@H]1c1ccccc1 (some centres not stated)

Source: PubChem
